Screening data (PubChem BioAssay)
EPAC2 ag – agonists of human EPAC2 (RAPGEF4). Potency, µM (top dose mostly 154 µM), for the others: at the highest dose activation, actives largely listed as activators. AID 720711. 360,000 compounds, 0.079% hits. Q8WZA2. EPAC2 activation, biochemical qHTS; response scale: 100% = 6.5 mM cAMP response; note: potency is the fitted concentration of half-maximal effect; nearly all actives have a fitted effect of over 50% in size
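Nucleotide exchange monitored as fluorescence drop when BODIPY-GDP leaves Rap1B. Reaction: 100 nM EPAC2, 250 nM RAP1B-BODIPY-GDP, 50 uM GDP, room temperature, kinetic read over 30 min. Activity expressed relative to 6.5 mM cAMP.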
Abeta yeast res – restores growth of yeast expressing A-beta42 peptide; AID 1347071; Potency, µM (doses to about 46.1 µM), for inactives: top-dose growth rescue, hits mostly activators; 410,000 compounds, 0.063% hits; yeast expressing A-beta42, growth rescue, OD600, 48 h; response scale: 0% DMSO, 100% iron-clioquinol control; note: potency is the fitted concentration of half-maximal effect; nearly all actives have a fitted effect of over 55% in size
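Yeast growth medium received pinned compounds, then yeast cells expressing toxic A-beta were added; plates incubated at 30 C for 48 hr. Growth read as absorbance at 600 nm, normalized to DMSO and equimolar FeCl3 plus clioquinol controls.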
D3 ag – D3 dopamine receptor (human) agonism. D3R DiscoveRx beta-arrestin cells, luminescence, 90 min. 410,000 compounds, 0.58% hits. max activation, %. P35462; in the data active = max activation above about 30%; note: 0% is about no effect; mostly tested at two doses, the higher about 12 µM
Target sequence (P35462 whole entry, looked up): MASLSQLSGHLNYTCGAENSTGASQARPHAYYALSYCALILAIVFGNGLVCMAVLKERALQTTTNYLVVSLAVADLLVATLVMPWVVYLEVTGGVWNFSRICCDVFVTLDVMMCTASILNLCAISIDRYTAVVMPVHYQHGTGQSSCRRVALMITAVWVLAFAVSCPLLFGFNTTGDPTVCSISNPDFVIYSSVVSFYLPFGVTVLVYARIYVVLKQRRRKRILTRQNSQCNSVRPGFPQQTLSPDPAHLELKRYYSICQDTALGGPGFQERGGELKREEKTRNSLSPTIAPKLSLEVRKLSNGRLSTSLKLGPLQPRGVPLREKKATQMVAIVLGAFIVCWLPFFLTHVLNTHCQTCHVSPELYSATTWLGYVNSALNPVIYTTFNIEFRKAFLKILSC
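Agonist-mode cell screen: cells plated at 1500/well and incubated overnight at 37 °C, then exposed to library compounds for 90 min at 37 °C. Detection reagent was added for 30–60 min at room temperature, and luminescence was read.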
TDP-43 yeast inh – rescues yeast growth from TDP-43 toxicity; 410,000 compounds, 1.8% hits; AID 652104; Potency, µM (doses to about 46.1 µM), for the others: at the top dose growth rescue (activation), actives largely listed as activators; TDP-43 expressing yeast growth rescue, BacTiter-Glo, 24 h; note: potency is the fitted concentration of half-maximal effect; % of control where 0% means no effect; nearly all actives have a fitted effect of over 50% in size
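Cell-based yeast growth screen: TDP-43 expression induced in galactose, inoculum OD600=0.02 after raffinose pregrowth to mid-log. Read-out BacTiter-Glo luminescence at 24 hr, 30 deg C; inhibition of toxicity seen as signal increase.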
FUS yeast rescue – FUS proteinopathy suppression in yeast; S. cerevisiae FUS-expressing, growth rescue, OD600, 24 h; Potency, µM (titrated, usually from 76.6 µM), without a hit: at the top dose growth rescue (activation), usual class: activators; 390,000 compounds, 0.24% hits;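 note: potency is the fitted concentration of half-maximal effect; plate controls were DMSO vehicle for no effect and reference control for full effect; nearly all actives have a fitted effect of over 55% in size; some results filed as inactive show a strong effect at the top dose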
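FUS-expressing yeast, raffinose-pregrown, induced in 2% galactose minimal medium at OD 0.005; compounds in a dilution series, 24hr at 30C. Growth restoration read as absorbance at 600 nm. CP55940 positive control, DMSO negative.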
EPAC2 antag – blocks human EPAC2 exchange factor | EPAC2 GEF exchange of Rap1B-BODIPY-GDP, fluorescence | 360,000 compounds, 0.18% hits | Potency, µM (highest dose often 114 µM), without a hit: top-dose activity, negative = inhibition, actives largely listed as inhibitors | Q8WZA2 | AID 720708; note: potency is the fitted concentration of half-maximal effect; % is set by controls: 0 for no effect and ±100 for the full control effect; nearly all actives have a fitted effect of over 45% in size; many of its hits are not listed in these tables
D3 antag – D3 dopamine receptor (human) antagonism | D3R cells, DiscoveRx beta-arrestin luminescence, antagonist mode; active compounds read low | AID 652054 | 360,000 compounds, 2.5% hits | max response, negative = inhibition, % | P35462; in the data active = max response below about -50%; inconclusive = no clear call, values can overlap the other calls; note: % is set by controls: 0 for no effect and ±100 for the full control effect; mostly tested at two doses, the higher about 12 µM
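Cells plated overnight at 1500 cells/well, then exposed to library compounds with dopamine controls for 90 minutes at 37 degrees C. DiscoveRx reagent added for 30–60 minutes at room temperature; luminescence read, quantitative HTS format.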
aSyn yeast inh – alpha-synuclein toxicity inhibition in yeast; 370,000 compounds, 0.14% hits; Yeast expressing alpha-synuclein, growth rescue, BacTiter-Glo, 24 h; Potency, µM (series often up to 46.1 µM), for inactives: top-dose growth rescue (activation), usual class: activators; note: potency is the fitted concentration of half-maximal effect; % of control where 0% means no effect; nearly all actives have a fitted effect of over 65% in size
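Galactose-induced alpha-syn yeast (OD600=0.02, raffinose-pregrown) + pinned cpd, 24 hr, 30 deg C; growth by BacTiter-Glo luminescence. Growth restoration scores as activation.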
* = called active by the depositor; ? = inconclusive; . = no result given; [ ] = remark or other dose. Unless noted, calls come from the whole dose curve; as a rule, active = well fitted curve in the direction sought with a large enough effect; inconclusive = small, poorly fitted or top-dose-only effect, or another doubt; inactive = no such curve, though single readings can be large; an effect the other way counts as inactive or inconclusive. Only part of the results is shown; rates above refer to the full screens.

entry | smiles | EPAC2 ag | Abeta yeast res | D3 ag | TDP-43 yeast inh
1 | CCOC(=O)C1CN(S(=O)(=O)c2cccc(C(F)(F)F)c2)c2cc(CC(=O)OC)ccc2O1 (stereo unspecified) | -6% | ? | 3 | 28%
2 | CC1=NN(C(=O)CCc2ccc3c(c2)OCO3)C(O)(C(F)(F)F)C1 (stereo unspecified) | 4% | 12% | 1 | 20%
3 | O=C(Nc1ccnn1C1CCN(C/C=C/c2ccccc2)CC1)c1ccccc1 | -2% | 5% | -18 | -20%
4 | COc1ccc(-c2cc(O)cc(O)c2)cc1 | -1% | 1% | -5 | -6%
5 | CCCOc1cc(C)c(S(=O)(=O)NCc2cccs2)cc1C | 0% | 9% | -15 | 20µM*
6 | C=CCOc1c(/C=N\NC(N)=O)cccc1OC | 11% | 12% | 1 | 1%
7 | O=C(Nc1cc([N+](=O)[O-])ccc1O)c1cccc(C(=O)Nc2cc([N+](=O)[O-])ccc2O)c1 | 1% | -1% | 3 | 6%
8 | Cc1ccnn1CCC(=O)N1CCCC(Nc2ccc(C(C)C)cc2)C1 (stereo unspecified) | -9% | 9% | 11 | 28%
9 | O=S(=O)(c1ccc(F)cc1)n1ccc2cccnc21 | 6% | 6% | 3 | 0%
10 | Cc1ccccc1OCCSCc1nc2ccccc2[nH]1 | 6% | 3% | -3 | -12%
11 | C/C(=N\Nc1ccccc1)c1cccc(N)c1 | 11% | 25% | 5 | 26%
12 | FC(F)Sc1ccc(Nc2ncnc3nc[nH]c23)cc1 | -1% | 7% | 7 | 0%
13 | O=C(Nc1nccs1)c1cc(-c2ccccc2)nc2ccccc12 | 17% | 4% | 44* | 14µM*
14 | CN1CCN(NC(=O)c2cccc(C(F)(F)F)c2)CC1 | -7% | -1% | -8 | 2%
15 | CN(c1ccc(C(=O)N2CCN(Cc3ccccc3)CC2)cc1)S(=O)(=O)c1ccccc1 | 12% | -1% | -17 | -16%

entry | FUS yeast rescue | EPAC2 antag | D3 antag | aSyn yeast inh
1 | 35% | -15% | 13 | 0%
2 | -2% | -1% | 9 | 4%
3 | . | ? | 4 | 19%
4 | . | -4% | -9 | -3%
5 | 21% | -27% | 34 | 10µM*
6 | 0% | 11% | 10 | -8%
7 | 7% | -29% | -10 | 0%
8 | 2% | 3% | 6 | -4%
9 | 19% | -1% | 9 | 17%
10 | -6% | -8% | -20 | 1%
11 | 19% | -2% | -1 | 0%
12 | 10% | 0% | -2 | -13%
13 | 6% | 0% | 16 | -20%
14 | -7% | 0% | 10 | 0%
15 | 10% | -6% | -26 | 1%

Remaining list, next part.
entry | smiles | EPAC2 ag | Abeta yeast res | D3 ag | TDP-43 yeast inh
16 | COc1ccc(-c2sc3ccc(OC)cc3c2-c2ccc(OC)nc2)cc1 | 3% | 1% | -19 | 15%
17 | O=S(=O)(NCCN1CCOCC1)c1ccc(F)c(Cl)c1 | -4% | -17% | 5 | 12%
18 | O=C(Cc1ccc(Cl)cc1)NCCN1CCCC1 | -4% | 8% | 0 | 4%
19 | CCN(C[C@H]1N[C@@](CC)(C(=O)OC)[C@H]2C(=O)N(C)C(=O)[C@@H]12)S(=O)(=O)c1ccc(C)cc1 | 12% | -11% | -3 | -6%
20 | Cc1ccc(CSc2nc3cccnc3n2Cc2ccc(C(=O)NCc3cccs3)cc2)cc1 | . | -6% | 4 | 8%
21 | CCN(CC(=O)Nc1ccc(S(=O)(=O)N2CCOCC2)cc1)Cc1ccccc1 | 16% | -7% | -15 | 0%
22 | CCn1c(SCC(=O)Nc2ccccc2F)nnc1-c1cnccn1 | 5% | -6% | 0 | 9%
23 | O=C(CSc1nc(-c2cccs2)cc(C(F)(F)F)n1)NCc1ccccc1 | 0% | -9% | -19 | -21%
24 | Cc1c(C(=O)Nc2ccncc2)sc2nc(-c3ccccc3)cn12 | 5% | 3% | 3 | 17%
25 | CCCCc1nc2ccccc2n1CC(=O)NN | 2% | 14% | -2 | 4%
26 | COc1ccc(C2=NOC(C(=O)NCC(C)C)C2)cc1 (stereo unspecified) | -9% | -5% | -2 | 8%
27 | COC(=O)COC(=O)c1ccc(-n2nnnc2SC)cc1 | -7% | 8% | 0 | ?
28 | CCN1C(=O)[C@@H]2[C@@H](c3ccc(-c4ccc(F)cc4)c(OC)c3)N3CCCC[C@@]3(C(=O)OC)[C@@H]2C1=O | 7% | 4% | 33* | ?
29 | O=C(CC(NC(=O)c1ccccc1)c1ccccc1)Nc1ccc(F)c(F)c1 (stereo unspecified) | -8% | -12% | -9 | -4%
30 | O=C(CCCN1C(=O)CCC1=O)Nc1ccc(Cl)c(C(F)(F)F)c1 | 8% | -5% | -7 | 25%

entry | FUS yeast rescue | EPAC2 antag | D3 antag | aSyn yeast inh
16 | 8% | -17% | -13 | 0%
17 | -17% | 0% | 7 | -4%
18 | 15% | 11% | ? | 2%
19 | 1% | -7% | ? | 12%
20 | 12% | . | . | .
21 | 19% | -5% | -5 | -4%
22 | -10% | 4% | -8 | 1%
23 | 5% | 2% | -21 | 12%
24 | -6% | 0% | 13 | -8%
25 | . | 7% | -3 | 1%
26 | 10% | 0% | -90* | -1%
27 | -3% | 1% | 14 | 0%
28 | ? | -13% | 38 | -14%
29 | 6% | 17% | -6 | 0%
30 | 4% | -1% | ? | 1%

Some of the entries above, set out differently.
(21) CCN(CC(=O)Nc1ccc(S(=O)(=O)N2CCOCC2)cc1)Cc1ccccc1
  EPAC2 ag = 16% | Abeta yeast res = -7% | D3 ag = -15 | TDP-43 yeast inh = 0% | FUS yeast rescue = 19% | EPAC2 antag = -5% | D3 antag = -5 | aSyn yeast inh = -4%
(22) CCn1c(SCC(=O)Nc2ccccc2F)nnc1-c1cnccn1
  EPAC2 ag = 5% | Abeta yeast res = -6% | D3 ag = 0 | TDP-43 yeast inh = 9% | FUS yeast rescue = -10% | EPAC2 antag = 4% | D3 antag = -8 | aSyn yeast inh = 1%
(23) O=C(CSc1nc(-c2cccs2)cc(C(F)(F)F)n1)NCc1ccccc1
  EPAC2 ag = 0% | Abeta yeast res = -9% | D3 ag = -19 | TDP-43 yeast inh = -21% | FUS yeast rescue = 5% | EPAC2 antag = 2% | D3 antag = -21 | aSyn yeast inh = 12%
(24) Cc1c(C(=O)Nc2ccncc2)sc2nc(-c3ccccc3)cn12
  EPAC2 ag = 5% | Abeta yeast res = 3% | D3 ag = 3 | TDP-43 yeast inh = 17% | FUS yeast rescue = -6% | EPAC2 antag = 0% | D3 antag = 13 | aSyn yeast inh = -8%

(list continues)
entry | smiles | EPAC2 ag | Abeta yeast res | D3 ag | TDP-43 yeast inh
31 | COCOc1ccc(-c2ncc(OC)nc2NC(=O)c2ccsc2)cc1 | -5% | -6% | -3 | 4%
32 | O=C(c1ccco1)N1CCN(S(=O)(=O)c2ccccc2[N+](=O)[O-])CC1 | 11% | -4% | 2 | 19%
33 | CCN1C(=O)[C@H]2[C@@H](c3ccc(-c4ccc(OC)cc4)cc3)N[C@@](CC(C)C)(C(=O)OC)[C@H]2C1=O | -7% | -8% | 5 | -8%
34 | O=C1CSC(=S)N1/N=C/c1c(F)cccc1F | 13% | 14% | 1 | -2%
35 | COC(=O)CNC(=O)COC(=O)c1cc(F)c(F)cc1Cl | 3% | 8% | -4 | 11%
36 | CS(=O)(=O)n1nc(-c2ccc(Cl)cc2)nc1SCc1ccccc1 | 4% | ? | -28 | -41%[inhibitor]
37 | COc1cccc(NC(=O)CN(C)C(=O)CC(C)c2ccccc2)c1 (stereo unspecified) | 11% | -5% | 1 | -20%
38 | O=C(C1CCCN1S(=O)(=O)c1ccc(Cl)c(Cl)c1)N1CCCCC1 (stereo unspecified) | 3% | 16% | -6 | 18%
39 | CCCCC(=O)Nc1nc2ccc(C(=O)OC)cc2s1 | -3% | 13% | 6 | 1%
40 | Cc1ccsc1-c1nc(-c2ccccc2)c(-c2ccccc2)[nH]1 | 2% | 20% | -3 | 0%
41 | Cc1ccccc1CNC(=O)CN(c1cccc([N+](=O)[O-])c1)S(C)(=O)=O | 5% | 8% | 0 | 4%
42 | CC1=NOC(=O)/C1=C\c1ccc(-c2ccccc2Br)o1 | -7% | -90%[inhibitor] | 1 | ?
43 | CCc1ccc(C(=O)CN(C#N)c2nc(C)cc(C)n2)cc1 | 3% | -11% | 3 | 10%
44 | O=C(Nc1nc2ccccc2s1)C1CCN(C(=O)c2ccco2)CC1 | 3% | -13% | -5 | 0%
45 | O=c1[nH]c2ccc(S(=O)(=O)N3CCN(C4CCCCC4)CC3)cc2[nH]c1=O | 10% | -8% | 0 | -12%

entry | FUS yeast rescue | EPAC2 antag | D3 antag | aSyn yeast inh
31 | -18% | -1% | 0 | -2%
32 | -14% | 8% | -9 | -1%
33 | ? | -7% | -22 | -10%
34 | 15% | -2% | 7 | 4%
35 | -1% | 6% | 6 | -15%
36 | ? | -14% | -12 | -2%
37 | 8% | 6% | -16 | 1%
38 | -2% | 8% | 0 | 6%
39 | -3% | 5% | 1 | -3%
40 | 4% | -2% | -18 | 0%
41 | -34% | 7% | -5 | 4%
42 | -10% | ? | 20 | -10%
43 | 21% | 1% | 2 | 7%
44 | 18% | 0% | -1 | -2%
45 | 5% | -1% | -14 | ?

Next section
entry | smiles | EPAC2 ag | Abeta yeast res | D3 ag | TDP-43 yeast inh
46 | Cc1ccc(Nc2nc3c([nH]2)c(=O)n(C)c(=O)n3C)cc1 | -4% | 4% | -7 | -15%
47 | Cc1nnc(NCc2ccncc2)c2ccccc12 | 4% | -13% | -3 | -19%
48 | CC(=O)Nc1cc(C(=O)N2CCCC2)ccc1S(=O)(=O)c1ccc(Cl)cc1 | 4% | -2% | 23 | -21%
49 | CCOC(=O)C1C(=O)NC(N2CCCCC2)=NC1c1ccco1 (stereo unspecified) | 4% | 0% | 0 | -12%
50 | O=C(NCc1ccc(Cl)c(Cl)c1)c1cc(C2CCCCN2C(=O)OCCF)on1 (stereo unspecified) | 14% | 11% | -8 | 19%
51 | Fc1ccccc1CSc1ncnc2c1ncn2C1CCCCO1 (stereo unspecified) | 10% | -4% | 21 | ?
52 | COc1ccc(/C=N/NC(=O)COc2ccccc2-c2ccccc2)cc1 | 0% | 3% | -4 | ?

entry | FUS yeast rescue | EPAC2 antag | D3 antag | aSyn yeast inh
46 | 20% | 0% | 14 | 2%
47 | 20% | 23% | -20 | -30%
48 | -15% | 4% | 14 | 2%
49 | -17% | 0% | -6 | 0%
50 | 32% | -4% | 0 | 1%
51 | 5% | -18% | -1 | 7%
52 | 30% | 0% | 9 | -1%
